# High-throughput results as filed in PubChem.
# PME-1 primary: blocks human protein phosphatase methylesterase 1 | Q9Y570 | recombinant PME-1, FP-Rh probe fluorescence polarization | inhibition, % at 5.9 µM | 320,000 tested, 0.53% active | AID 2130;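 active = inhibition above the campaign mean of all compounds plus 3 SD, cut at about 26% in these data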;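 also: competitive labeling of PME-1 active site by serine hydrolase directed probe; 0% = PME-1 with DMSO and 100% = wells lacking PME-1 enzyme; inhibitors block probe labeling so polarization falls and inhibition rises; many of its hits are not listed in these tables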
# PAFAH1B2 inh: blocks human PAF acetylhydrolase 1b catalytic subunit 2; 340,000 tested, 1.2% active; inhibition, % at 3.39 µM; P68402; recombinant PAFAH1B2, FP-rhodamine activity probe, fluorescence polarization;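 active = inhibition above the mean of all tested compounds plus 3 SD, cut at about 24% in these data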;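 also: 0% = enzyme with DMSO and 100% = wells lacking PAFAH1B2; many of its hits are not listed in these tables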
# Target sequence (P68402 whole entry, looked up): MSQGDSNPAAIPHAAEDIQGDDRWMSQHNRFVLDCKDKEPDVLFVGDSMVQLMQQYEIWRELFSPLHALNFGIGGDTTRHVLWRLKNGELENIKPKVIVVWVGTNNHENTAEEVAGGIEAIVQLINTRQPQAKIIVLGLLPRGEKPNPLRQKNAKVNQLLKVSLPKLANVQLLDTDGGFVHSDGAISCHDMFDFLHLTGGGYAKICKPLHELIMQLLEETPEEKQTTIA
# pPAFAH inh: inhibitors of human plasma PAF acetylhydrolase (pPAFAH) | Q13093 | recombinant pPAFAH, FP-rhodamine probe fluorescence polarization | inhibition, % at 3.39 µM | 330,000 tested, 1.5% active | AID 463082;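 active = inhibition above the mean inhibition across the screen plus 3 SD, cut at about 25% in these data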;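 also: inhibitors block binding of the rhodamine activity-based probe so polarization drops; 0% = enzyme with DMSO and 100% = wells lacking pPAFAH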
# PAFAH2 inh: inhibitors of human PAFAH2; recombinant PAFAH2, FP-rhodamine activity probe, fluorescence polarization; Q99487; 340,000 tested, 0.99% active; inhibition, % at 3.39 µM;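 active = inhibition above the mean over all tested compounds plus 3 SD, cut at about 30% in these data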;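 also: inhibitors block probe labeling of enzyme so polarization drops; 0% = enzyme with DMSO and 100% = wells lacking PAFAH2 protein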
# LYPLA1 counter: blocks human lysophospholipase 1, a PME1 counter-screen; inhibition, % at 5.9 µM; recombinant LYPLA1, FP-Rh probe fluorescence polarization; O75608; 320,000 tested, 0.16% active;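 active = inhibition above the mean of all tested compounds plus 3 SD, set per campaign, cut at about 14% in these data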;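 also: inhibitors block serine hydrolase probe labeling of LYPLA1 so polarization falls; 0% = enzyme with DMSO and 100% = wells lacking LYPLA1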
# LYPLA2 inh: counter-screen for PME1 inhibitors: inhibitors of human LYPLA2; recombinant LYPLA2, FP-Rh probe fluorescence polarization; inhibition, % at 5.9 µM; O95372; 320,000 tested, 0.38% active;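 active = inhibition above the screen-wide mean plus 3 SD, limit set per campaign, cut at about 26% in these data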;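 also: 0% = LYPLA2 with DMSO and 100% = wells lacking LYPLA2 enzyme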
# PAFAH1B3 inh: blocks human PAF acetylhydrolase 1B catalytic subunit 3; Q15102; inhibition, % at 3.39 µM; 340,000 tested, 0.28% active; recombinant PAFAH1B3, FP-rhodamine probe, fluorescence polarization;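 active = inhibition above the screen-wide average of all tested compounds plus 3 SD, cut at about 25% in these data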;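 also: 0% = enzyme with DMSO only and 100% = wells lacking PAFAH1B3 protein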
# GSTO1 inh: counter-screen for RBBP9 inhibitors: inhibitors of human GSTO1 | P78417 | recombinant GSTO1, activity-based probe fluorescence polarization | inhibition, % at 5.96 µM | 300,000 tested, 1.1% active | AID 1974;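 active = inhibition above the campaign mean inhibition plus 3 SD, cut at about 35% in these data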;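 also: 0% = GSTO1-1 with DMSO and 100% = wells lacking GSTO1-1 enzyme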
# PAD4 inh: PAD4 (human) enzyme inhibition. Q9UM07. recombinant PAD4, RCA probe fluorescence polarization. inhibition, % at 6.36 µM. 330,000 tested, 0.41% active;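 active = percent inhibition above a cutoff equal to the mean of all tested compounds plus 3 SD, cut at about 15% in these data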;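 also: 0% = PAD4 with RCA probe and DMSO and 100% = probe without PAD4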
# Target sequence (Q9UM07 whole entry, looked up): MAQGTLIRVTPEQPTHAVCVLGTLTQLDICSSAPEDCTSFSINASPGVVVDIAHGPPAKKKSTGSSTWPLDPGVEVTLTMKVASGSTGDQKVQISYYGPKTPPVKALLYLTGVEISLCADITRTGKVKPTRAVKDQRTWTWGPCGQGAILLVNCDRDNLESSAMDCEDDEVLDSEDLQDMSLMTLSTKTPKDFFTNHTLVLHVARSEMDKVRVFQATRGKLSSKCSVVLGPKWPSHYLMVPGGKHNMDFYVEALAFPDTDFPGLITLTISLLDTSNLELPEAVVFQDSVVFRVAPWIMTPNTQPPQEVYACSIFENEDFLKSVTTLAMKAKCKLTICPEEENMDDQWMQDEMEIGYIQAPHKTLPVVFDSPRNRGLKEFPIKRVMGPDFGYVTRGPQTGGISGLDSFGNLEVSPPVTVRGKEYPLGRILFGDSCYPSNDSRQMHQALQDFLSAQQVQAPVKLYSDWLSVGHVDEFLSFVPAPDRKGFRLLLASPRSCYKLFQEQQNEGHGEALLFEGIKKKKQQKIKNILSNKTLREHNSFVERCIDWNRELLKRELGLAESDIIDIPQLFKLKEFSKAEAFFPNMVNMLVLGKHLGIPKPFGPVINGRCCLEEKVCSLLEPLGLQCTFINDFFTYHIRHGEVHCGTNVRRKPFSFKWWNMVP
# Numbers without * were called inactive; x = not tested or not shown.
SMILES,PME-1 primary,PAFAH1B2 inh,pPAFAH inh,PAFAH2 inh,LYPLA1 counter,LYPLA2 inh,PAFAH1B3 inh,GSTO1 inh,PAD4 inh
Cc1cc(/C=C(/C#N)C(=O)O)c(C)n1-c1cccc2ccccc12,-8,6,12,1,0,-4,1,-10,-5
CCOC(=O)C1CN(S(=O)(=O)c2ccc(C)cc2)c2cc(S(=O)(=O)CC)ccc2O1 (stereo not given),2,8,-4,7,1,8,4,0,-2
O=C1NC(c2ccccc2Cl)=N/C1=C/c1ccco1,4,-2,6,10,-2,-1,0,-3,1
CN1CCN(C(=O)/C=C/c2ccccc2)CC1,-3,5,2,-2,1,4,7,2,-1
CCOc1cc(/C=N/NC(=O)c2cc(C)[nH]n2)ccc1OC(=O)c1ccc([N+](=O)[O-])cc1,-6,x,2,x,1,-9,x,6,-3
CC1=CC=CN2C1=NC(=O)CC2(C)C(=O)N(CC(=O)NC1CCCC1)c1ccccc1C (stereo not given),-2,-1,4,1,-4,-2,4,10,-1
C=CCOc1ccc(C(=O)O)cc1Cl,5,3,6,2,0,-3,-7,-6,4
Cn1nnc(NCc2cc(Br)ccc2OCc2ccccc2F)n1,-3,3,2,0,0,2,4,-1,0
COC(=O)c1cn(Cc2cc(OC)ccc2OC)cc(F)c1=O,-4,6,-2,-11,0,3,3,-2,3
CCN(CC)S(=O)(=O)c1cccc(-c2n[nH]c(=S)n2/N=C/c2ccc(C(=O)OC)cc2)c1,11,2,15,10,-5,-6,-2,-3,2
O=C(NCc1cccc(Cl)c1)c1cccc(S(=O)(=O)N2CCCCC2)c1,9,5,6,3,-4,-3,2,x,-2
CCn1c(Cc2ccccc2)nnc1SCC(=O)Nc1ccc(N)cc1,6,2,-2,1,-1,1,7,4,1
CCOc1ccc(C2NC(=O)Cc3cc(OC)c(OC)cc32)cc1 (stereo not given),4,-2,7,3,5,1,0,5,0
COC(=O)CSc1nc2c(c(-c3ccco3)c1C#N)CCCC2,-4,4,7,7,-3,6,9,2,3
CN(C)CCCNC(=O)N1c2ccccc2C=Cc2ccccc21,0,-1,1,-2,1,2,3,1,-5
C(=N\c1nc2ccccc2n1CCN1CCOCC1)/c1cccs1,2,1,1,-5,1,1,2,11,0
CC(=O)c1cnn(-c2ccc(Cl)c(Cl)c2Cl)c1C,6,x,-2,x,-1,-3,x,0,-1
CN(CCCCCCCCC(=O)/C=N/O)Cc1ccccc1,10,3,3,0,2,5,11,2,2
COc1ccc(C(c2nnnn2C2CCCC2)N2CCN(C(=O)c3ccco3)CC2)cc1OC (stereo not given),-7,3,-4,-6,-2,5,10,-1,-1
CC1CCCC(C)N1CCCNC(=O)C1CCCN(c2ncnc3c2nc2n3CCCCC2)C1 (stereo not given),-4,1,2,-8,-3,-10,2,-16,-3
Cc1ccc(S(=O)(=O)N2CCCCC2)cc1NC(=O)c1cc(F)c(F)c(F)c1F,x,3,2,10,x,x,7,x,2
Cn1c(=O)c2c(nc(CN3CCN(C(=O)c4ccco4)CC3)n2CCc2ccccc2)n(C)c1=O,1,5,1,6,-3,-2,2,0,-3
C=CCn1c(SCC(=O)c2c(N)n(C)c(=O)n(C)c2=O)nnc1-c1ccccc1F,-3,1,5,6,2,9,2,2,-1
COc1ccc(N2CCN(C(=O)CCc3ccc(S(=O)(=O)NC(C)(C)C)cc3)CC2)cc1,-5,4,16,0,2,8,7,-1,4
COc1cc(C(=O)Nc2cnc(NC(=O)C(C)C)cc2C)cc(OC)c1OC,-1,-5,3,-4,1,2,1,-2,2
O=C(CSc1nc2ccccc2c(=O)[nH]1)Nc1ccc([N+](=O)[O-])cc1,x,-2,8,-1,x,x,9,x,2
O=C(COc1cccc(Br)c1)NN=C1c2ccccc2-c2ccccc21,-2,-6,3,4,1,5,-5,4,-4
Cc1ccc(-c2cc(C(=O)N/N=C/c3c(C)nn(C)c3C)c3ccccc3n2)cc1C,-10,0,-1,-7,-11,-22,3,-10,-4
Cc1ccc2oc(-c3cccc(NC(=S)NC(=O)/C=C/c4ccco4)c3)nc2c1,-29,-8,6,-1,-14,-21,-13,-16,-1
CC(C)(CNC(=O)c1cc([N+](=O)[O-])ccc1N1CCC(Cc2ccccc2)CC1)N1CCOCC1,17,3,3,9,-3,-2,6,x,-3
O=C(Nc1ccccc1)Nc1ccc(NC(=O)c2ccccc2O)cc1,-3,2,3,-1,-8,1,9,-9,-2
Cc1cccc(N2CCN(S(C)(=O)=O)CC2)c1C,-5,4,2,-7,0,3,9,6,0
CCC1CCCCN1S(=O)(=O)c1ccc(C(=O)Nc2nnc(C3CC3)o2)cc1 (stereo not given),-4,8,4,10,-3,0,18,-3,-2
Cc1nc(COc2ccc(C(=O)Nc3ccccc3N3CCOCC3)cc2)cs1,0,2,5,-1,2,4,2,1,-1
Cc1ccccc1S(=O)(=O)Oc1cccc2c(O)cccc12,0,4,4,3,-4,-7,4,5,-7
Cc1ccc(-n2nnnc2SCC(=O)NC2CCCc3ccccc32)cc1 (stereo not given),-2,1,4,0,0,6,10,-2,-8
CCCOc1ccccc1C(=O)N1CCNC(=O)C1CC(=O)OC(C)C (stereo not given),4,3,-5,3,1,6,8,1,3
O=C(CSc1nnc2scc(-c3ccccc3)n12)Nc1nsc(-c2ccccc2)n1,-1,0,3,1,-3,5,11,1,-5
CN(C)c1cccc(C(=O)Nc2ccc(S(=O)(=O)Nc3nccs3)cc2)c1,x,10,12,12,x,x,17,x,2
Cc1ccc(N(Cc2ccc(C(=O)Nc3c(C)n(C)n(-c4ccccc4)c3=O)cc2)S(C)(=O)=O)cc1C,6,2,-1,-1,0,3,8,7,1
COc1ccccc1-n1c(CNC(=O)c2ccco2)nnc1SCC(=O)Nc1cc(C)ccc1C,0,0,-2,2,-1,3,-6,5,1
C=CC[C@@H](CC(=O)OC(C)(C)C)C(=O)OC[C@@H]1CCCN1C(=O)[C@H](CC=C)CC(=O)NCCO,x,0,5,8,x,x,1,x,1
Fc1ccc(/C=N/n2cnn(Cc3ccccc3Cl)c2=S)cc1,-5,11,-1,3,-1,3,5,-6,0
CC(C)[C@H](NC(=O)OCc1ccccc1)C(=O)OCC(=O)NC1CCCCC1,4,6,-4,-2,-3,-3,4,-1,5
CCOc1ccccc1-n1c(SCC(=O)N2CCOCC2)nc2ccccc2c1=O,1,-1,-5,12,-1,-4,6,-3,-3
O=C(CSc1nnc(COc2ccc3c(c2)CCCC3)o1)Nc1ccc(F)cc1,-2,-3,-1,-5,0,1,2,-1,4
NS(=O)(=O)c1ccc(CCNC(=O)C(=O)NCC2OCCN2S(=O)(=O)c2cc(F)ccc2F)cc1 (stereo not given),-6,6,-4,-8,-3,2,-9,-2,2
CC(NC(=O)c1ccc(F)cc1)C1CC2CCC1C2 (stereo not given),3,14,6,11,4,5,4,8,2
CCOC(=O)Cn1nc(C)c(NC(=O)COc2ccc(C)c(C)c2)c1C,-1,2,-1,9,2,2,2,1,6
O=C1N/C(=N/O)S/C1=C/c1cccnc1,2,4,-2,3,-2,-7,1,0,-2
CCOC(=O)c1c2n(c3c(NCc4ccccc4)ncnc13)CCCC2,-9,-1,1,-2,-2,-5,-1,2,0
CC(/C=C/c1cccc([N+](=O)[O-])c1)=N/NC(=O)c1cccnc1,-3,2,5,8,-3,1,5,4,-4
CCC1(CC)NC(=O)N(CC(=O)OCC(=O)NC(=O)c2ccccc2OC)C1=O,1,0,2,2,1,-1,-1,-3,1
CCCOc1ccc(S(=O)(=O)Nc2ccccn2)c2ccccc12,-5,4,5,-5,2,1,3,-5,1
CCN1C(=O)[C@@H]2[C@H](C1=O)[C@@H]1C(=O)Nc3ccccc3C(=O)N1[C@@H]2c1ccc(Br)cc1,2,1,0,3,-2,-7,4,5,2
CC1Oc2ccccc2N(CC(=O)NCc2ccccc2)C1=O (stereo not given),2,-3,3,-1,-4,3,2,3,-4
Cc1ccc(NC2CCCN(C(=O)CCn3nccc3C)C2)cc1C (stereo not given),1,-1,1,-1,3,8,12,-3,-2
COC(=O)C1=C(C)NC(=S)N(C(C)=O)C1c1ccccc1 (stereo not given),-6,3,-6,7,1,0,2,4,-5
CCn1c(SCC(=O)Nc2ccccc2C(=O)OC)nnc1-c1ccc(N)cc1,0,0,4,6,-2,1,5,10,-8
O=C(CSc1nnc(CNC(=O)c2c(F)cccc2Cl)o1)NCCc1ccccc1,6,-1,2,1,2,5,2,-3,1
Cc1cccc(C)c1N1CCN(S(=O)(=O)N(C)C)CC1,2,4,-3,2,-9,-3,5,3,4
COc1ccc(OC)c(NC(=O)CN2C(=O)C(C)N(c3ccc(C)cc3)C2=O)c1 (stereo not given),-1,1,1,-10,-3,-4,9,x,-5
CCn1c(CN2CCCCCC2=O)nnc1SCc1cnc(-c2ccccc2)s1,0,2,9,-9,-4,-7,4,-2,-2

# Quoted from the results shown for reference:
SMILES,PME-1 primary,PAFAH1B2 inh,pPAFAH inh,PAFAH2 inh,LYPLA1 counter,LYPLA2 inh,PAFAH1B3 inh,GSTO1 inh,PAD4 inh
CCOC(=O)c1c2n(c3c(NCc4ccccc4)ncnc13)CCCC2,-9,-1,1,-2,-2,-5,-1,2,0
CC(/C=C/c1cccc([N+](=O)[O-])c1)=N/NC(=O)c1cccnc1,-3,2,5,8,-3,1,5,4,-4
CCC1(CC)NC(=O)N(CC(=O)OCC(=O)NC(=O)c2ccccc2OC)C1=O,1,0,2,2,1,-1,-1,-3,1
CCCOc1ccc(S(=O)(=O)Nc2ccccn2)c2ccccc12,-5,4,5,-5,2,1,3,-5,1
CCN1C(=O)[C@@H]2[C@H](C1=O)[C@@H]1C(=O)Nc3ccccc3C(=O)N1[C@@H]2c1ccc(Br)cc1,2,1,0,3,-2,-7,4,5,2
CC1Oc2ccccc2N(CC(=O)NCc2ccccc2)C1=O (stereo not given),2,-3,3,-1,-4,3,2,3,-4
Cc1ccc(NC2CCCN(C(=O)CCn3nccc3C)C2)cc1C (stereo not given),1,-1,1,-1,3,8,12,-3,-2
COC(=O)C1=C(C)NC(=S)N(C(C)=O)C1c1ccccc1 (stereo not given),-6,3,-6,7,1,0,2,4,-5
CCn1c(SCC(=O)Nc2ccccc2C(=O)OC)nnc1-c1ccc(N)cc1,0,0,4,6,-2,1,5,10,-8
O=C(CSc1nnc(CNC(=O)c2c(F)cccc2Cl)o1)NCCc1ccccc1,6,-1,2,1,2,5,2,-3,1
Cc1cccc(C)c1N1CCN(S(=O)(=O)N(C)C)CC1,2,4,-3,2,-9,-3,5,3,4
COc1ccc(OC)c(NC(=O)CN2C(=O)C(C)N(c3ccc(C)cc3)C2=O)c1 (stereo not given),-1,1,1,-10,-3,-4,9,x,-5
CCn1c(CN2CCCCCC2=O)nnc1SCc1cnc(-c2ccccc2)s1,0,2,9,-9,-4,-7,4,-2,-2

# Some of the compounds tested, so the mix of outcomes need not match the whole.
